# Lipid storage S3: qHTS Assay for Lipid Storage Modulators in Drosophila S3 Cells; Drosophila S3 cells, BODIPY lipid droplet fluorescence, 18-24 h; cells fed with added oleic acid; Potency in µM for hits, for the others lipid storage change, negative = inhibition, % at the top dose, mostly 46.1 µM; 320,000 compounds, 0.64% hits; AID 2685, 2010; active = well fitted inhibition curve with a large enough effect in the signal ratio, with a control signal flat, not every such curve was filed as active; inconclusive = small, poorly fitted or top-dose-only effect, or effect the other way, or a change in a side signal; the % refers to the signal ratio
#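 Drosophila S3 cells loaded with oleic acid (400 uM, as added) and compounds at several concentrations; lipid droplets imaged by 488-nm laser-scanning cytometry, 500–530 nm intensity and object ratio to cell channel. Percent activity normalized to 20 uM Triacsin C.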
# Lipid storage S3 cell count max: second read-out of Lipid storage S3, no call of its own (marks repeat the call); cell number change, %; measured here: cell count max response;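 cells counted by Cell Tracker Red CMTPX staining in the red channel; peak over a dose series mostly up to 46.1 µM; percent activity relative to internal control wells on each plate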
# * = called active by the depositor; i = inactive; ? = inconclusive; / = not tested or not shown; [ ] = dose if it differs, or a comment. % is set by controls: 0 for no effect and ±100 for the full control effect; potency is the fitted concentration of half-maximal effect. The list is partial; rates above refer to the full screens.
SMILES	Lipid storage S3 cell count max	Lipid storage S3
COc1ccc(NC(=O)c2cc3c(=O)n(C)c4ccccc4c3n2C)cc1Cl	/	?
CCn1ncc(C2=NOC(C(=O)NCC(C)C)C2)c1C (stereo not drawn)	/	?
CCOCCCNC(=O)CN1C(=O)CSc2ccccc21	-8	14%
Cc1cc(=O)n2nc(-c3ccccc3)sc2c1C#N	/	?
CN(C)S(=O)(=O)c1ccc(/C(O)=C2/C(=O)C(=O)N(Cc3cccnc3)C2c2ccco2)cc1 (stereo not drawn)	/	?
CC(C(=O)N1CCCCC1)n1sc2ccccc2c1=O (stereo not drawn)	16	11%
CC1CC(NC(=O)c2ncn[nH]2)CC(C)(C)C1 (stereo not drawn)	3	-9%
O=C(NC1CCSc2ccccc21)c1cccc(Br)c1 (stereo not drawn)	/	?
O=C(C(=S)N1CCOCC1)c1c[nH]c2ccccc12	/	?
Cc1cc(NC(=O)COc2ncnc3sc(C)c(C)c23)no1	/	i
CCOc1cccc(-c2c(C(=O)N/N=C/c3cccnc3)nnn2-c2nonc2N)c1	-17	30%
CC(C)(C)c1ccc(OCC(O)CN2CCN(C(=O)c3ccccc3)CC2)cc1 (stereo not drawn)	/	?
Cc1ccc(SCCOCCN2CCOCC2)cc1	-14	9%
Cn1c(CCNC(=O)c2ccco2)nc2cc([N+](=O)[O-])ccc21	/	?
O=C(NCCc1ccc(F)cc1)Nc1ccc([N+](=O)[O-])cc1	18*	13µM*
Cc1ccc(S(=O)(=O)Oc2ccccc2/C=N/N=C(N)N)cc1	/	?
Cc1cccc(Cn2c(N(C)CCO)nc3c2c(=O)[nH]c(=O)n3C)c1	29	8%
Cc1cc(NC(=O)Cc2cc(F)cc(F)c2)no1	-4	5%
COc1ccc(CCNC(=O)COC(=O)c2cc(S(=O)(=O)NCc3ccccc3)ccc2O)cc1OC	5	-1%
COc1ccc(CCNS(=O)(=O)c2ccc(-n3cnnn3)c(OC)c2)cc1OC	-5	i
CC(NC(=O)COc1ccc(/C=N/NS(=O)(=O)c2ccccc2)cc1)c1ccccc1 (stereo not drawn)	-1	-11%
CC(C)(C)c1ccc(OC2=CS(=O)(=O)c3ccccc32)cc1	/	?
N#Cc1ccc(OCC(=O)NCCN2CCOCC2)cc1	-1	1%
CCOc1ccc(-n2c(SCC(=O)N3CCC(C(=O)O)CC3)nc3ccccc3c2=O)cc1	10	i
COC(=O)c1c(N)sc2c1CC(C)(C)OC2	/	-21%
COc1cc(C2C(C#N)=C(N)Oc3n[nH]c(-c4ccccn4)c32)cc(OC)c1OC (stereo not drawn)	-9	i
N/N=C(\c1ccccc1)c1cc(Br)ccc1N	/	i
COc1ccc(-n2nc(C(=O)NCC(=O)NC3CCCCC3)c3ccccc3c2=O)c(OC)c1	/	?
CC(=O)Nc1ccc(C(=O)NN2C(=O)NC3(CCCCC3)C2=O)cc1	/	?
Cc1ccc(/C(N)=N/OC(=O)c2cccc(F)c2)cc1	-1	0%

# Additional results
SMILES	Lipid storage S3 cell count max	Lipid storage S3
COc1cccc(C(=O)NCC(=O)N/N=C/c2cccnc2)c1	21	i
Cc1ccc(OCC(=O)N/N=C/c2ccc3c(c2)OCO3)cc1C	-21	7%
O=C(Nc1ccc(O)cc1)c1ccc2c(c1)C(=O)N(Cc1cccnc1)C2=O	/	?
COC(=O)c1cc(C(C)=O)n2ccccc12	/	?
CCC(=O)c1ccc(OCC(=O)NC2(C#N)CCCCC2)cc1	0	0%
C#CC(C)(C)NC(=O)c1sccc1Oc1ccc(F)cc1[N+](=O)[O-]	30	20%
CC(C)CC(=O)NCCCN1CCN(CCCNC(=O)CC(C)C)CC1	3	3%
Cc1nonc1NC(=O)CSc1nnnn1-c1ccccc1	/	?
O=C(O)c1ccccc1NCCO	16	2%
O=S(=O)(c1ccc(Nc2ccc(-c3ccc4c(c3)OCCO4)nn2)cc1)N1CCCC1	-5	-2%
Nc1nnnn1CC(=O)N/N=C/c1ccc(-c2cccc(Cl)c2)o1	/	i
COc1cc(C(=O)N2CCN=C2c2ccccc2)cc(OC)c1OC	/	?
CCCOc1ccc(C(CC(=O)O)NC(=O)C(c2ccccc2)c2ccccc2)cc1 (stereo not drawn)	-13	-4%
CC(Sc1nnc(-c2ccc(C(C)(C)C)cc2)n1C)C(N)=O (stereo not drawn)	/	?
O=C(NC1CCCC1)c1cnn2c(C(F)(F)F)cc(-c3ccc4c(c3)OCO4)nc12	-3	21%
CN(C)c1nc2n(c(=O)n1)C(C#N)CS2 (stereo not drawn)	-5	0%
Cc1ccc2[nH]c(=O)c(C(c3nnnn3C(C)(C)C)N(Cc3ccco3)CC3CCCO3)cc2c1 (stereo not drawn)	7	15%
Brc1ccccc1OCCCCCN1CCCC1	-8	0%
COc1ccc(Cl)cc1NC(=O)CNCc1cccs1	5	13%
O=C(c1ccco1)N1CCN(Cc2nnc(-c3ccccc3F)o2)CC1	/	i
COc1ccc2oc(C(=O)OCC(=O)NC(C)(C#N)C3CC3)c(C)c2c1 (stereo not drawn)	-24	-21%
CC(C)CCNC(=O)CSc1nnc(-c2ccc(S(=O)(=O)N3CCCC3)cc2)n1C	/	?
CCOC(=O)c1c[nH]c2c(C(=O)c3ccccc3)cc(Cl)cc2c1=O	4	9%
Cc1cccc(CSc2nnc(CCNC(=O)OC(C)(C)C)o2)c1	23	11%
CC1(C)C([N+](=O)[O-])C(c2ccc(F)cc2)NC(c2ccc(F)cc2)C1[N+](=O)[O-] (stereo not drawn)	2	9%
COC(=O)c1ccc(N2CCN(C)CC2)c(NC(=O)COc2ccc(OC)cc2)c1	-2	20%
Cc1cc2c(c(=O)n1Cc1ccccc1)C1O[C@](CCCCN3C(=O)c4ccccc4C3=O)(Cc3ccccc31)O2	16	-23%[9.22 µM]
CCCc1nc2ccc(NC(=O)NCCC(=O)OCC)cc2c(=O)n1Cc1cccc(Cl)c1	/	?
COc1ccccc1/C=C\C=N\NC(=O)CCn1nnc2ccccc21	/	?
CCc1cccc2c(C=C(C#N)C#N)cn(CC(=O)N3CCCCCC3)c12	/	?

# Compound profiles (already shown):
# Shown for CCC(=O)c1ccc(OCC(=O)NC2(C#N)CCCCC2)cc1 = Lipid storage S3 cell count max = 0; Lipid storage S3 = 0%
# Shown for CC(C)CCNC(=O)CSc1nnc(-c2ccc(S(=O)(=O)N3CCCC3)cc2)n1C = Lipid storage S3 cell count max = /; Lipid storage S3 = ?

# Other records:
SMILES	Lipid storage S3 cell count max	Lipid storage S3
Cc1ccc(S(=O)(=O)/N=C(\CN2CCOCC2)N2CCOCC2)cc1	/	?
Cc1cccc2nc(Cn3c(=O)n(CCC(=O)NCc4ccco4)c(=O)c4sccc43)cc(=O)n12	/	?
COc1cccc(-c2c(NC(=O)c3ccco3)oc3ccc(Cl)cc3c2=O)c1	3	-27%
CC(=O)Nc1ccc(-c2csc(NC(=O)C3=COCCO3)n2)cc1	/	-17%[0.0737 µM]
CN(NC1OC(=O)c2ccccc21)c1ccc(C(F)(F)F)cc1[N+](=O)[O-] (stereo not drawn)	24	-1%
Clc1ccc(-c2nnc(-c3cccnc3)o2)cc1	-18	i
CC1CC(=O)N(C)c2ccc([N+](=O)[O-])cc2N1 (stereo not drawn)	-1	8%
COc1ccc(Sc2ccccc2CN(C)C)cc1OC	-16	9%
CC(=O)c1c(CSc2ccccc2)oc2ccc(O)c(CN(C)C)c12	14	7%
O=S(=O)(NCC(c1ccc2c(c1)OCO2)N1CCOCC1)c1ccc(Cl)cc1 (stereo not drawn)	/	?
Cn1cc(Br)c(C(=O)NNC(=O)Nc2ccccc2C(F)(F)F)n1	/	?
O=C(c1ccccc1)C(O)C(c1ccccc1)N1CCOCC1 (stereo not drawn)	13	5%
CCOC(=O)c1[nH]c(C)c(C(=O)N2CCN(c3ccc(OC)cc3)CC2)c1C	15	0%
O=C(OCc1cnc(Cl)s1)c1c(F)cccc1F	/	?
COc1ccc(NC(=O)NCc2ccncc2)cc1	12	-4%
CN1CCN(CCCNC(=O)c2cc3c(=O)oc4ccccc4c3s2)CC1	/	?
CCOc1ccc(C(C(=O)NCCC(C)C)N(CCO)C(=O)c2snc(C(N)=O)c2N)cc1 (stereo not drawn)	/	?
CN(c1ccccc1)S(=O)(=O)c1cccc(NS(=O)(=O)c2ccc(/C=C/C(=O)O)cc2)c1	/	?
O=C1CCc2cc(S(=O)(=O)N3CCN(c4cccc(Cl)c4)CC3)ccc2N1	15	14%
Cc1cccc(OCC(=O)N/N=C\c2cc3c(cc2[N+](=O)[O-])OCO3)c1C	/	?
Cc1cccc(S(=O)(=O)N2CCN(Cc3ccc4c(c3)OCO4)CC2)c1	16	i
COc1ccc(-n2cnc3scc(-c4ccc(OC)c(OC)c4)c3c2=O)cc1	/	?
O=C(O)c1cc([N+](=O)[O-])ccc1NCc1ccccc1Cl	9	5%
C[C@@H](CSc1ccccc1)CN1CC[C@H](O)CCC1=O	/	?
CC(C)NC(=O)C(C)n1cccc1C(=O)c1ccccc1 (stereo not drawn)	-14	-8%
CN1CCN(S(=O)(=O)c2ccc(Oc3ccc(F)c(Cl)c3)nc2)CC1	/	?
O=C1Nc2ccccc2C(O)(C(=O)NCc2ccc3c(c2)OCO3)N1c1ccccc1 (stereo not drawn)	/	?
CC1(C)CC(=O)c2c(O)cc(OCC(=O)N3CCN(c4ccccc4)CC3)cc2O1	/	?
Cc1ccc(C(=O)NCCc2nnc(SCC(=O)Nc3nc(-c4ccccc4)cs3)n2C)cc1	/	?
O=C(CCC(=O)c1ccccc1)NC1CCCN(Cc2ccccc2F)C1 (stereo not drawn)	/	?

# Other entries.
SMILES	Lipid storage S3 cell count max	Lipid storage S3
O=C(C[n+]1cc(-c2ccc(F)cc2)n2c1CCC2)c1cccs1	12	-3%
COc1ccccc1CNc1nc(C)c(C(=O)N(C)C)s1	11	i
Cc1ccc2nc(C(C)O)[nH]c2c1 (stereo not drawn)	-8	4%
COc1ccc(NC(=O)CCCC2CCCCC2)cc1S(=O)(=O)N1CCCCC1	22	8%
Cc1cnc(NC(=O)COc2ccccc2)s1	/	?
CN(C)CCN(Cc1cc2cc3c(cc2[nH]c1=O)OCCO3)C(=S)NCC1CCCO1 (stereo not drawn)	-11	-14%
O=C(Nc1cccc(F)c1)Nc1c[nH]c(=O)[nH]c1=O	/	?
COC(=O)C1=C(C)NC(=O)NC1c1cc(Cl)ccc1OC (stereo not drawn)	/	?
CCOC(=O)c1c(NC(=O)Cc2cccs2)sc(C)c1C	/	?
COc1cccc(OCC(O)CN2CCN(CCO)CC2)c1 (stereo not drawn)	/	i
CCCC(=O)N1CC(=O)Nc2ccc(C)cc2C1c1ccc(F)cc1 (stereo not drawn)	/	7%
Cc1cccc(NC(=O)CN(C)S(=O)(=O)c2cccs2)c1	/	?
CO/C([O-])=N/c1c[n+](-c2ccc(C)cc2)no1	/	i
CCc1cc2cc3c(cc2nc1SCC(=O)Nc1nnc(C)s1)OCCO3	/	i
COc1ccc(CCNc2nc3ccccc3n3nnnc23)cc1OC	/	?
COC(=O)CSc1nnc(CSc2nc(C)cc(C)n2)n1Cc1ccco1	/	?
O=c1c2[nH]c3ccccc3c2ncn1CCC1=CCCCC1	2	16%
CCCCN(CC)Cc1ccc(CNC(=S)Nc2c(C)cc(C)cc2C)o1	/	?
COC(=O)C1=C(C)NC(C)=C(C(=O)OC)C1c1ccc(N(C)C)cc1	/	?
COc1cc2cc(CN(Cc3cccs3)C(=S)Nc3cccc(C)c3)c(=O)[nH]c2cc1OC	/	?
CCC(C)[C@H](NC(=O)NCc1cccs1)C(=O)O (stereo partly drawn)	/	?
CNC(=O)N(O)C1N(/N=C/c2ccc(C)cc2)C(=S)SC1(C)C (stereo not drawn)	13	6%
N=c1c(C(=O)NC2CCCCC2)cc2c(=O)n3ccccc3nc2n1Cc1ccccc1	/	?
CCCSc1cc(N2CCOCC2)nc(-c2ccccc2Cl)n1	/	?
CCCCn1c(N)c(N(CCOC)C(=O)c2cc(-c3ccncc3)nc3ccccc23)c(=O)[nH]c1=O	1	1%
O=C(CSc1nnc(NC(=O)c2ccccc2[N+](=O)[O-])s1)NCC1CCCO1 (stereo not drawn)	/	?
O=C(OCC(=O)N1CCCC1)c1ccco1	/	?
Cc1cc(S(=O)(=O)N(Cc2ccc(F)cc2)CC2CCCO2)ccc1-n1cnnn1 (stereo not drawn)	3	11%
O=C(NCC(=O)N(c1ccccc1)C(C(=O)NC1CCCCC1)c1cccnc1)c1cccs1 (stereo not drawn)	-13	-23%

# Pulled by structure from the list above (5):
SMILES	Lipid storage S3 cell count max	Lipid storage S3
COc1cc2cc(CN(Cc3cccs3)C(=S)Nc3cccc(C)c3)c(=O)[nH]c2cc1OC	/	?
CCCCn1c(N)c(N(CCOC)C(=O)c2cc(-c3ccncc3)nc3ccccc23)c(=O)[nH]c1=O	1	1%
CCCCN(CC)Cc1ccc(CNC(=S)Nc2c(C)cc(C)cc2C)o1	/	?
CCC(C)[C@H](NC(=O)NCc1cccs1)C(=O)O (stereo partly drawn)	/	?
COc1ccc(CCNc2nc3ccccc3n3nnnc23)cc1OC	/	?

# Compound activity: PubChem, National Center for Advancing Translational Sciences (NCATS)
